Source: PubChem BioAssay
KB-3-1 tox: kills parental KB-3-1 adenocarcinoma cells. KB-3-1 viability, CellTiter-Glo ATP luminescence, 72 h. Potency, µM (titrated, usually from 46.1 µM), inactives show top-dose activity change, negative = cytotoxic, most hits filed as cytotoxic. 400,000 compounds, 1.4% hits; also: potency is read from the fitted curve at half-maximal effect; % is scaled to controls: 0 for no effect and ±100 for the full control effect; nearly all actives have a fitted effect of over 60% in size
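Viability of parental KB-3-1 cells, measured by CellTiter-Glo luminescence, followed a 72 h incubation at 37 °C with pinned compounds in phenol-red-free DMEM containing 10% FBS.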
HT1080NT lethal: kills 2HG-producing HT-1080-NT fibrosarcoma cells. Potency, µM (highest dose often 46.1 µM), for inactives: top-dose activity, negative = less viability, hits mostly cytotoxic. AID 686970. 360,000 compounds, 1.6% hits. HT-1080-NT fibrosarcoma viability, CellTiter-Glo ATP luminescence, 48 h;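 also: NT is the 2HG producing partner of a matched IDH1 knockdown line; potency is read from the fitted curve at half-maximal effect; 0% = DMSO-treated cells and -100% = media-only wells without cells; nearly all actives have a fitted effect of over 55% in size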
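Luminescent CellTiter-Glo readout after 48 hours of compound exposure at 37 degrees C defined viability of HT-1080-NT cells. Activity was normalized to DMSO wells and cell-free media wells; concentration-response curves were fitted and assigned curve classes.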
DRD3 agonist: agonists of human D3 dopamine receptor; 410,000 compounds, 0.58% hits; P35462; D3R DiscoveRx beta-arrestin cells, luminescence, 90 min; max activation, %; in the data active = max activation above about 30%; also: 0% is about no effect; mostly tested at two doses, the higher about 12 µM
Target sequence (P35462 whole entry, looked up): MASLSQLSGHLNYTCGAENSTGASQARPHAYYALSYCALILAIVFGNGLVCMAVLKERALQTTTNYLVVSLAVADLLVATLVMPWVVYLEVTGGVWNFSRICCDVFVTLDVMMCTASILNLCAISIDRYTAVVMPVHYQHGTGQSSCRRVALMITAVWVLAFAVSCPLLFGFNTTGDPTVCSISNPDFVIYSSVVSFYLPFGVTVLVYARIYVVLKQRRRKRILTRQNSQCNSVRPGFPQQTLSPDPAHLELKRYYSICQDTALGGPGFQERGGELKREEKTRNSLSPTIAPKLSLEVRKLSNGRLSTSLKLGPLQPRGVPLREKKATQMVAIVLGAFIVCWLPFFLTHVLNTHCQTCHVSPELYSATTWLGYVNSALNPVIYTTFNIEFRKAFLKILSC
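Agonist-mode cell screen: cells plated at 1500/well and incubated overnight at 37 °C, then exposed to library compounds for 90 min at 37 °C. Detection reagent was added for 30–60 min at room temperature, and luminescence was read.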
SW480 rerep: induces DNA re-replication in SW480 colon adenocarcinoma cells; SW480 DNA re-replication, Hoechst DNA content imaging, 48 h; Potency, µM (highest dose often 46.1 µM), for the others: top-dose re-replication activation, usual class: activators; 340,000 compounds, 1.8% hits; also: potency is read from the fitted curve at half-maximal effect; % of control where 0% means no effect; nearly all actives have a fitted effect of over 55% in size
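First, 250 cells per well were seeded. Next, compound or vehicle (23 nL) was pinned in, plates sat 48 hr at 37 C. Finally Hoechst was added for 40 min before fluorescence scanning.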
IL1B secr inh: inhibitors of inflammasome signaling (IL-1 beta secretion) | AID 743279 | THP-1 LPS/ATP IL-1B secretion, AlphaLISA, 16 h; active compounds read low | activity change, % at 57.5 µM | 360,000 compounds, 4.7% hits; in the data active = activity change below about -50%; inconclusive = mostly about -30% to -49%; also: % is scaled to controls: 0 for no effect and ±100 for the full control effect
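THP-1 cells pretreated 1 hr with compounds (up to 57.5 uM final), then stimulated with LPS (250 ng/mL final) plus ATP (1.25 mM final); secreted IL-1B measured by AlphaLISA after 16 hr, decreased signal indicating inhibition.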
D3 antag: antagonists of human D3 dopamine receptor. P35462. D3R cells, DiscoveRx beta-arrestin luminescence, antagonist mode; active compounds read low. max response, negative = inhibition, %. 360,000 compounds, 2.5% hits. AID 652054; in the data active = max response below about -50%; inconclusive = no clear call, values can overlap the other calls; also: % is scaled to controls: 0 for no effect and ±100 for the full control effect; mostly tested at two doses, the higher about 12 µM
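Cells plated overnight at 1500 cells/well, then exposed to library compounds with dopamine controls for 90 minutes at 37 degrees C. DiscoveRx reagent added for 30–60 minutes at room temperature; luminescence read, quantitative HTS format.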
GLP1R ag: agonists of human GLP-1 receptor | HEK293 GLP-1R CRE-luciferase, luminescence, 4-6 h; cells express a hypersensitive GLP-1R form | Potency, µM (titrated, usually from 45.6 µM), without a hit: at the highest dose activation, hits mostly activators | 380,000 compounds, 0.007% hits | AID 624172; also: potency is read from the fitted curve at half-maximal effect; % of control where 0% means no effect
Target sequence (P43220 whole entry, looked up): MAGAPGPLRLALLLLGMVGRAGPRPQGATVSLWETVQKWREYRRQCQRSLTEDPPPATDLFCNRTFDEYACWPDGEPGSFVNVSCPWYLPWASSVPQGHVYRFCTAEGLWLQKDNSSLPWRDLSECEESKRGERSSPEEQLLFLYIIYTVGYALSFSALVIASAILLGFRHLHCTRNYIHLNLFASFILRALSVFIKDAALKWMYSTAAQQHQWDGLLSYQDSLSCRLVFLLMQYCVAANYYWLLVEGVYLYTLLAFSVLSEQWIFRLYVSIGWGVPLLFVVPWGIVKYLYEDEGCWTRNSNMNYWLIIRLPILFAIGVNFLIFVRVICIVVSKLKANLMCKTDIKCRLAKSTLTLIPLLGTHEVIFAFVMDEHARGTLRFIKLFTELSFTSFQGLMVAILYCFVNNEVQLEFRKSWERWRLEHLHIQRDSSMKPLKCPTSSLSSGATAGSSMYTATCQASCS
KB-V1 cytotox: kills drug-selected multidrug resistant KB-V1 cells | KB-V1 MDR cells viability, CellTiter-Glo, 72 h | Potency, µM (titrated, usually from 46.1 µM), for the others: at the top dose activity change, negative = cytotoxicity, most hits filed as cytotoxic | 400,000 compounds, 3.4% hits | AID 1347076; also: potency is read from the fitted curve at half-maximal effect; % is scaled to controls: 0 for no effect and ±100 for the full control effect; nearly all actives have a fitted effect of over 60% in size
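KB-V1 MDR subline cells in DMEM (phenol-red free, 10% FBS) exposed to compounds in qHTS concentration series for 72 h at 37 degrees C. Viability read by CellTiter-Glo luminescence; concentration-effect curves fitted after normalization and correction.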
HT1080 IDH1KD tx: kills HT-1080 cells with IDH1 knockdown | HT-1080 IDH1 knockdown viability, ATP luminescence, 48 h | Potency, µM (series often up to 46.1 µM), inactives show top-dose activity, negative = toxicity, usual class: cytotoxic | 360,000 compounds, 2% hits | AID 686971;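 also: potency is read from the fitted curve at half-maximal effect; 0% = DMSO wells and -100% = cell-free medium wells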
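CellTiter-Glo luminescence after 48 h compound exposure at 37 degrees C of IDH1-knockdown HT-1080 cells in 5% FBS RPMI. %Activity scaled between DMSO wells and cell-free media wells, with curves fitted and assigned curve classes.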
* = called active by the depositor; u = inconclusive; x = not tested or not shown; [ ] = remark or other dose. Unless noted, calls follow the shape of the dose curve; as a rule, active = well fitted curve in the direction sought with a large enough effect; inconclusive = small, poorly fitted or top-dose-only effect, or another doubt; inactive = no such curve, though single readings can be large; an effect the other way counts as inactive or inconclusive.

SMILES	KB-3-1 tox	HT1080NT lethal	DRD3 agonist	SW480 rerep	IL1B secr inh	D3 antag	GLP1R ag	KB-V1 cytotox	HT1080 IDH1KD tx
O=C(NN=C1CCCCCC1)c1cc2ccccc2cc1O	8%	-28%	8	-1%	8	-2	-4%	10%	-30%
CS(=O)(=O)c1nc(S(=O)(=O)c2ccc(Cl)cc2)c(NCCCN2CCOCC2)s1	-4%	16%	-2	-29%	0	-6	0%	u	2%
COc1ccccc1NC(=O)C(C)OC(=O)Cc1ccsc1 (stereo not drawn)	8%	15%	2	-3%	15	17	-1%	0%	16%
COc1cc(C(=O)Nc2cccc(-c3nc4ccccc4o3)c2C)cc(OC)c1OC	12%	2%	2	-5%	14	1	3%	u	3%
COCCNC(=O)CN1C(=O)COc2ccc(S(=O)(=O)N3CCOCC3)cc21	-5%	x	-9	x	x	x	2%	22%	x
N#C/C(=C\c1ccncc1)C(=O)Nc1ccc(C(=O)O)cc1	3%	0%	-2	-16%	15	-9	1%	-13%	-7%
c1coc(CNc2c3c(nc4ncnn24)CCC3)c1	0%	-11%	0	-8%	12	10	13%	u	-12%
Cc1cc(OCC(=O)Nc2nnc(C3CC3)s2)ccc1Cl	-6%	16%	0	x	20	14	6%	13%	15%
CCCCC(=O)NCCNc1nc2c(c(=O)n(C)c(=O)n2C)n1Cc1ccccc1	0%	2%	-2	-1%	15	18	3%	-18%	-2%
N/C(=N\OC(=O)CCCOc1ccccc1)c1ccc([N+](=O)[O-])cc1	21%	9%	4	4%	-1	12	12%	u	15%
CC1CCCCC12NC(=O)N(CC(=O)OCC(=O)NC(=O)c1ccccc1)C2=O (stereo not drawn)	-2%	-6%	-2	-11%	-3	11	-1%	5%	-5%
Cc1nnc(NC(=O)CCC(=O)N2CCN(CCOc3cccc4ccccc34)CC2)s1	-6%	12%	17	-6%	2	u	8%	-6%	11%
CCc1ccc(C(=O)C(C)OC(=O)Cc2n[nH]c(=O)c3ccccc23)cc1 (stereo not drawn)	9.2µM*	u	13	u	6	9	0%	u	13µM*
CC1CCCN(CCCOc2ccc(Br)cc2Cl)C1 (stereo not drawn)	-21%	16µM*	-12	u	-90*	-77*	0%	u	21µM*
CCN1C(=O)CC(N2CCN(C(c3ccccc3)c3ccccc3)CC2)C1=O (stereo not drawn)	-2%	-2%	1	-9%	9	-21	6%	-4%	0%
CCC(C)N(C(=O)C(F)(F)F)C(C(=O)NC1CCCCC1)c1ccncc1 (stereo not drawn)	21%	20%	2	-4%	3	12	-6%	u	10%
Cc1ccc(N(CC(=O)NN=C2CCN(C)CC2)S(=O)(=O)c2ccccc2)c(C)c1	-1%	9%	13	-39%[inhibitor]	0	3	-25%	-4%	27%
O=C(Cc1ccccc1)Nc1nnc(-c2ccccc2)o1	-14%	0%	-3	-6%	-2	-22	0%	0%	-11%
CCN(CC)c1ccc(/C=N/NC(=O)c2cccc(S(=O)(=O)Nc3ccccc3OC)c2)c(O)c1	u	u	-7	u	98	-11	10%	0%	u
N#C/C(=N\Nc1ccc(Cl)cc1)C(=O)c1ccccc1	u	2.6µM*	-2	10%	-52*	0	-1%	-19%	u
COc1ccccc1NC(=O)CN(c1ccccc1)S(=O)(=O)c1ccccc1	-10%	-2%	4	8%	0	0	0%	u	-16%
COc1cc(C(=O)Nc2ccc3c(c2)OCCO3)c(-n2cnnn2)cc1OC	-12%	-3%	1	8%	-1	-15	15%	u	-2%
O=C1CN(C(=O)c2ccc(Cl)c(S(=O)(=O)N3CCc4ccccc43)c2)c2ccccc2N1	u	7.3µM*	-5	u	2	-7	13%	u	u
CCN1C(=O)[C@H]2[C@@H](c3ccc(OC)cc3)N[C@]3(CCCN(Cc4ccc(Br)cc4)C3=O)[C@H]2C1=O	-1%	-9%	5	x	33	-17	-6%	1%	-4%
Cc1cccc(C)c1NC(=O)COC(=O)C1Cc2ccccc2CN1C(=O)c1ccccc1 (stereo not drawn)	2%	-1%	4	0%	2	4	-2%	8.2µM*	10%
New compounds follow:
SMILES	KB-3-1 tox	HT1080NT lethal	DRD3 agonist	SW480 rerep	IL1B secr inh	D3 antag	GLP1R ag	KB-V1 cytotox	HT1080 IDH1KD tx
O=C1OCC2=C1C(c1ccccc1)CC(=O)N2c1cccc(F)c1 (stereo not drawn)	-2%	-3%	-2	-1%	2	1	0%	4%	-6%
O=C1CCCC2=C1Sc1ccc(Cl)cc1N2	u	11%	-2	-14%	10	-16	-7%	2%	-4%
CCc1ccc2c(CN3CCN(S(=O)(=O)c4ccc5c(c4)OCCO5)CC3)cc(=O)oc2c1	-23%	0%	4	1%	-2	-13	5%	-10%	-12%
NC(=O)COC(=O)C1CSC2(c3ccc(F)cc3)CCC(=O)N12 (stereo not drawn)	-5%	-6%	-6	-10%	-11	9	6%	-7%	12%
O=C(O)c1ccc(N=c2oc3cc(O)ccc3cc2C(=O)NCc2ccccc2)cc1	-2%	-13%	-2	244%	-6	0	6%	2%	1%
Cc1ccccc1C(=O)N1CCC(C(=O)N(CC(C)C)c2c(N)n(CC(C)C)c(=O)[nH]c2=O)CC1	-22%	-6%	1	23%	u	8	-5%	-7%	-1%
O=C(NCc1ccc(F)cc1)C(c1cccs1)N(C(=O)c1csnn1)C1CC1 (stereo not drawn)	-5%	-2%	2	1%	12	4	-4%	-15%	3%
CCOc1ccc(OCC)c(NC(=O)CN(c2ccc(C)cc2)S(=O)(=O)c2c(C)noc2C)c1	u	0%	2	-6%	-8	1	0%	u	9%
CCOc1c(Br)cc(C(=O)Nc2cccc(S(=O)(=O)N3CCOCC3)c2)cc1OC	-6%	-20%	-2	x	-20	8	-2%	u	-15%
Cc1ccc(NC(=O)CSc2nc3c(c(=O)[nH]2)CCCC3)cc1C	-6%	2%	0	-10%	76	28	-4%	-3%	5%
CN1C(=O)C2C(c3ccc(N(C)C)cc3)=NN(Cc3ccccc3)C2C1=O (stereo not drawn)	-25%	0%	-6	-4%	-1	-16	8%	u	2%
CC(Oc1ccc(Cl)cc1Cl)C(=O)NNC(=O)c1ccncc1 (stereo not drawn)	-8%	u	-9	-1%	0	-4	-7%	9%	-7%
CCCCCN1CSC(=S)N(Cc2ccccc2)C1	u	-1%	7	u	-95*	-5	0%	u	-18%
CCC(C(=O)NCCc1ccco1)n1nc(C)c2c(C)n(-c3ccccc3)nc2c1=O (stereo not drawn)	9%	-2%	2	-20%	-12	1	12%	0%	3%
CCOC(=O)c1cn(CC)c2c(ccc3ccccc32)c1=O	-2%	u	3	-1%	-10	5	3%	u	14%
CCn1c(SCC(=O)NNC(=O)Cc2ccccc2)nnc1-c1ccncc1	-11%	16%	4	-25%	11	2	3%	0%	10%
O=C(NC1CCCCC1)c1cccc2c1C(=O)c1ccc(-c3ccc(OC(F)(F)F)cc3)cc1S2(=O)=O	12%	4%	-20	0%	11	7	3%	-4%	2%
Clc1ccc(-c2ccc(CN3CCCCC3)o2)cc1	-1%	-3%	-6	3%	-13	-106*	1%	5%	1%
C=CCn1c2ccccc2c(=O)c2cc(C#CC3(O)CCCCC3)ccc21	u	u	-21	9.2µM*	-57*	8	u	-8%	-27%
Cc1nn(Cc2ccc([N+](=O)[O-])cc2)c(=O)n1-c1cccc(F)c1	0%	-12%	-2	u	9	-17	14%	-7%	-18%
CCn1nc(C)c(NC(=O)/C=C/c2cnn(C)c2C)c1C	u	4%	-1	-6%	-1	-16	0%	16%	-4%
CC(C)C(NC(=S)NCc1ccccc1)C(=O)O (stereo not drawn)	12%	14%	1	-8%	26	u	4%	-5%	10%
CCc1nn(CC(=O)NCCN2CCN(C)CC2)c(=O)c2cc3c(OC)cccc3n12	4%	6%	5	-10%	-7	9	3%	6%	9%

Structural class, the compounds so far containing a Cl atom (eight)
SMILES	KB-3-1 tox	HT1080NT lethal	DRD3 agonist	SW480 rerep	IL1B secr inh	D3 antag	GLP1R ag	KB-V1 cytotox	HT1080 IDH1KD tx
CS(=O)(=O)c1nc(S(=O)(=O)c2ccc(Cl)cc2)c(NCCCN2CCOCC2)s1	-4%	16%	-2	-29%	0	-6	0%	u	2%
Cc1cc(OCC(=O)Nc2nnc(C3CC3)s2)ccc1Cl	-6%	16%	0	x	20	14	6%	13%	15%
CC1CCCN(CCCOc2ccc(Br)cc2Cl)C1 (stereo not drawn)	-21%	16µM*	-12	u	-90*	-77*	0%	u	21µM*
N#C/C(=N\Nc1ccc(Cl)cc1)C(=O)c1ccccc1	u	2.6µM*	-2	10%	-52*	0	-1%	-19%	u
O=C1CN(C(=O)c2ccc(Cl)c(S(=O)(=O)N3CCc4ccccc43)c2)c2ccccc2N1	u	7.3µM*	-5	u	2	-7	13%	u	u
O=C1CCCC2=C1Sc1ccc(Cl)cc1N2	u	11%	-2	-14%	10	-16	-7%	2%	-4%
CC(Oc1ccc(Cl)cc1Cl)C(=O)NNC(=O)c1ccncc1 (stereo not drawn)	-8%	u	-9	-1%	0	-4	-7%	9%	-7%
Clc1ccc(-c2ccc(CN3CCCCC3)o2)cc1	-1%	-3%	-6	3%	-13	-106*	1%	5%	1%
